All columns: NCI-60 one-dose screen, growth in % after 48 h at 10 µM unless noted; 100 = growth as untreated, 0 = no growth, -100 = all killed.
COLO 205: COLO 205 colon cancer; hit rate 7.3% among 79,000; AID 1794742
HT29: HT29 colon cancer; AID 1794748; hit rate 7.4% among 81,000
NCI-H226: NCI-H226 lung cancer. hit rate 3.5% among 79,000
NCI-H522: NCI-H522 lung cancer; hit rate 8% among 78,000
HCT-116: HCT-116 colon cancer | hit rate 7.3% among 82,000
NCI-H460: NCI-H460 lung cancer; hit rate 6.8% among 82,000
HCT-15: HCT-15 colon cancer; hit rate 5.2% among 82,000
NCI/ADR-RES: NCI/ADR-RES ovarian cells. hit rate 4.4% among 81,000. AID 1794790
NCI-H322M: NCI-H322M lung cancer. hit rate 2.7% among 80,000. AID 1794733
Active calls of the source: *; / = no result given; & = joins results of further samples. The calls were made as follows: active = growth percent below 10; inactive = the rest.

SMILES | COLO 205 | HT29 | NCI-H226 | NCI-H522 | HCT-116 | NCI-H460 | HCT-15 | NCI/ADR-RES | NCI-H322M
CCCCCCSc1nnc(-c2c(C)nc3ccc(C)cn23)o1 | 103 | 100 | 90 | 82 | 87 | 104 | 94 | 85 | 103
O=C(CCCCCCCCC(=O)c1ccccc1)c1ccccc1 | 107 | 103 | 108 | 109 | 116 | 105 | 104 | 114 | 160
COc1ccc2c(c1)CCNC21C(=O)N(Cc2ccc(F)cc2)c2ccccc21 (stereo not drawn) | 115 | 105 | 95 | 92 | 93 | 99 | 102 | 104 | 90
CCOC(=O)c1[nH]c(=O)c2ccccc2c1O | 111 | 94 | 106 | 83 | 94 | 109 | 100 | 102 | 118
CCCCOc1ccc(/C=C2/SC(N3CCCC3)=NC2=O)cc1 | 104 | 95 | 85 | 82 | 92 | 99 | 97 | 91 | 99
Cc1cnc2ccc(Oc3ccccc3-c3ccccc3)nn12 | 131 | 108 | 106 | 108 | 101 | 118 | 103 | 104 | 103
CS(=O)(=O)c1ccc(C(=O)c2ccc(Cl)cc2)cc1 | 105 | 96 | 93 | 93 | 100 | 98 | 93 | 97 | 91
Cc1cc(C)c(C#N)c(SCC(=O)c2sc3c(C#N)c(C)cc(C)[n+]3c2[O-])n1 | 5.0* | -26* | 46 | -31* | 17 | 6.2* | 16 | 12 | 29
C=CCC#CCN1CCC[C@H]1C(=O)NCC(=O)OC | 113 | 102 | 97 | 99 | 105 | 101 | 95 | 101 | 99
O=[N+]([O-])c1ccccc1Nc1ccccc1[N+](=O)[O-] | 105 | 101&92 | 108&100 | 97&82 | 102&100 | 104&113 | 104&104 | 104&116 | 110&92
CCCn1cnc2c(c1=N)C(c1ccc(F)cc1)c1sc3c(C)cccc3c1O2 (stereo not drawn) | 52 | 57 | 8.7* | / | 17 | 8.4* | 19 | -12* | 50
Cc1cccc(Cc2c(C)cc(C)c(N(CC(=O)O)S(=O)(=O)c3ccccc3)c2C)c1 | 101 | 103 | 104 | 95 | 102 | 103 | 96 | 102 | 105
O=C(O)C1C2OC3C(OC(=O)C31)C2Br (stereo not drawn) | 107&110 | 103&107 | 102&98 | 85 | 103&108 | 108&104 | 106&98 | 111&110 | 112&100
Cn1c2ccccc2c2c3c(c4c5cc(F)ccc5oc4c21)C(=O)NC3=O | 83 | 96 | 90 | 88 | 90 | 98 | 98 | 103 | 82
Cc1ccc2nc(-c3cccc(Cl)c3)oc(=O)c2c1 | 122 | 116 | 103 | 106 | 112 | 104 | 98 | 100 | 118
COC(=O)C1OC1c1cc([N+](=O)[O-])ccc1OC (stereo not drawn) | 111 | 117 | 100 | 110 | 102 | 109 | 103 | 101 | /
C=CC(=O)Nc1nc(-c2cccc(NS(=O)(=O)c3cccc4c(N(C)C)cccc34)c2)cs1 | -56* | -56* | 6.9* | -77* | -90* | -33* | -77* | -57* | 56
Cc1ccc(S(=O)C(c2ccccc2)c2ccccc2)cc1 (stereo not drawn) | 106 | 102 | 93 | / | 98 | 103 | 99 | 100 | 93
Cc1ccc(Sc2oc(-c3ccc(C)cc3)nc2C(=O)O)cc1 | 119 | 106 | 99 | 90 | 101 | 108 | 107 | 116 | 104
CC1(C)CC[C@]2(C(=O)Nc3ccc(F)cc3)CC[C@]3(C)C(=CCC4[C@@]5(C)C[C@@H](O)[C@H](O)[C@@](C)(CO)C5CC[C@]43C)C2C1 (stereo partly drawn) | 0.2* | 5.6* | 26 | 33 | 17 | 31 | 24 | 43 | 73
CCOC(=O)c1cnc2ccc(C)cc2c1Nc1cccc(S(=O)(=O)NC)c1 | 131 | 98 | 106 | 76 | 83 | 105 | 86 | 91 | 102
Cn1cc(NC(=O)CCl)c(=O)n(C)c1=O | 104 | 103 | 113 | 98 | 104 | 108 | 102 | 109 | 110
CCCS(=O)(=O)Nc1ccc(F)c(C(=O)c2c[nH]c3ncc(-c4ccc(Cl)cc4)cc23)c1F | -4.9* | 4.4* | 57 | 29 | 27 | 17 | 28 | 49 | 28
COc1ccc(C(=O)N/N=C/c2cc(Br)ccc2OC)cc1 | 113 | 114 | 92 | 95 | 97 | 99 | 98 | 95 | /
COc1ccc(Cc2nn(CC(=O)N/N=C/c3ccco3)c(=O)c3c(C)noc23)cc1 | 112 | 109 | 92 | 90 | 96 | 105 | 91 | 98 | 97
SMILES | COLO 205 | HT29 | NCI-H226 | NCI-H522 | HCT-116 | NCI-H460 | HCT-15 | NCI/ADR-RES | NCI-H322M
COc1cc(C(=O)NC2CC2)cc(OC)c1OC | 111 | 101 | 97 | 89 | 100 | 108 | 106 | 100 | 93
CCN(CC)CCn1cnc2ccccc2c1=O | 100 | 100 | 99 | 96 | 105 | 102 | 99 | 98 | 98
COc1ccc(/C=C2\CCCC3=C2N=C2SC=NN2C3c2ccc(OC)cc2)cc1 (stereo not drawn) | 114 | 115 | 106 | 105 | 109 | 104 | 108 | 106 | 107
NNC(=O)c1ccc([N+](=O)[O-])cc1 | 111 | 113 | 97 | 107 | 105 | 106 | 110 | 104 | 99
Nc1ccccc1/C=N\Nc1ccccc1 | 104 | 105 | 85 | 74 | 75 | 35 | 73 | 67 | 89
CCc1cccc(CC)c1NC(=O)OCCN(CC)CC | 121 | 99 | 100 | 92 | 106 | 127 | 109 | 112 | 101
CC(C)CCSc1nc(NN)c(C#N)c(-c2ccccc2)n1 | 104 | 112 | 95 | 86 | 42 | 67 | 72 | 80 | 84
O=C1NC(=O)C(c2coc3cc(Br)ccc23)=C1c1c[nH]c2ccccc12 | 35 | 21 | 67 | 51 | 27 | 20 | 25 | 34 | 78
O=C(CCN1CCC2CCC(C2)C1)c1ccc(C(F)(F)F)cc1 (stereo not drawn) | 110 | 102 | / | 94 | 101 | 110 | 102 | 107 | /
Nc1cc(-c2ccc(Cl)cc2)nn1-c1nc(-c2ccccc2)cs1 | 103 | 102 | 97 | 97 | 89 | 103 | 97 | 102 | 89
COc1ccc(N=Nc2c(N)nn3c(-c4ccc(OC)c(OC)c4)ccnc23)cc1 | 103 | 68 | 95 | 79 | 72 | 85 | 92 | 79 | 88
Cn1ccnc1C(=O)/C=C/c1ccc(NC(=O)c2ccc(S(F)(F)(F)(F)F)cc2)cc1 | 83 | 71 | 60 | 58 | 52 | 54 | 40 | 54 | 71
C=C(C)[C@@H]1CC[C@]2(C)[C@H](CC=C3[C@@H]4CC(C)(C)CC[C@]4(C(N)=O)CC[C@]32C)[C@@]1(C)CCC#N | -12* | 39 | 50 | 7.8* | 9.9* | 13 | 15 | 35 | 72
COc1cc2ncnc(Nc3cc(=O)[nH]c(SC)n3)c2cc1OC | 109 | 97 | 87 | 77 | 96 | 106 | 102 | 100 | /
O=C(Nc1ccc(F)cc1)N1CCN(c2cc(-c3cn(-c4ccccc4)nc3-c3cccc(O)c3)ccn2)CC1 | 104 | 93 | 75 | 71 | 79 | 85 | 69 | 62 | 97
CC12CCC(C(=O)C1)C1(C)CCCC(=O)C21 (stereo not drawn) | 112 | 104 | 93 | 109 | 109 | 109 | 105 | 109 | 114
CN(CCNc1ccc(C(=N)N)cc1)c1ccc(C(=N)N)cc1 | 135 | 101 | 53 | 88 | 101 | 48 | 85 | 97 | 71
O=C1C2=C(Nc3cc([N+](=O)[O-])ccc3N2)OC1c1ccccn1 (stereo not drawn) | 109 | 113 | 102 | 76 | 102 | 99 | 95 | 103 | 101
O=C(/C=C/c1nnc2n(Cc3ccccc3)c(=O)c3c4c(sc3n12)CCCC4)c1ccccc1 | 79 | 106 | 102 | -3.3* | 44 | 104 | 88 | 86 | 107
CC1(C)S[C@@H]2[C@H](NC(=O)COc3ccccc3)C(=O)N2[C@H]1C(=O)O | 101 | 99 | 94 | 95 | 99 | 110 | 104 | 109 | /
COc1ccc(C2CC(=O)c3c(O)cc(O)cc3O2)cc1O (stereo not drawn) | 125 | 105 | 110 | 97 | 109 | 110 | 103 | 105 | 107
CC(=O)c1cc(C)oc1C | 120 | 104 | 99 | 97 | 105 | 103 | 98 | 108 | 92
CCOC(=O)C(Nc1cccc(Cl)c1)C(=O)OCC | 103 | 94 | 120 | 80 | 99 | 108 | 107 | 115 | 92
c1ccc(-c2c3c(nn2-c2ccccc2)CCc2cnoc2-3)cc1 | / | 42 | 96 | 81 | 40 | 30 | 27 | 100 | 121
COc1ccc(/C=C/c2noc(/C=C/c3ccc(OC)c(OC)c3)n2)cc1OC | 95 | 56 | 76 | 73 | 71 | 96 | 76 | 92 | /

Ordered by heavy-atom count (high to low): three of the compounds above
SMILES | COLO 205 | HT29 | NCI-H226 | NCI-H522 | HCT-116 | NCI-H460 | HCT-15 | NCI/ADR-RES | NCI-H322M
CCOC(=O)C(Nc1cccc(Cl)c1)C(=O)OCC | 103 | 94 | 120 | 80 | 99 | 108 | 107 | 115 | 92
COc1cc(C(=O)NC2CC2)cc(OC)c1OC | 111 | 101 | 97 | 89 | 100 | 108 | 106 | 100 | 93
Nc1ccccc1/C=N\Nc1ccccc1 | 104 | 105 | 85 | 74 | 75 | 35 | 73 | 67 | 89

Just NCI-H522 and HCT-116, for some of the entries so far:
Molecule | NCI-H522 | HCT-116
Cc1ccc(S(=O)C(c2ccccc2)c2ccccc2)cc1 (stereo not drawn) | / | 98
Cc1ccc(Sc2oc(-c3ccc(C)cc3)nc2C(=O)O)cc1 | 90 | 101
CC1(C)CC[C@]2(C(=O)Nc3ccc(F)cc3)CC[C@]3(C)C(=CCC4[C@@]5(C)C[C@@H](O)[C@H](O)[C@@](C)(CO)C5CC[C@]43C)C2C1 (stereo partly drawn) | 33 | 17
CCOC(=O)c1cnc2ccc(C)cc2c1Nc1cccc(S(=O)(=O)NC)c1 | 76 | 83
Cn1cc(NC(=O)CCl)c(=O)n(C)c1=O | 98 | 104
CCCS(=O)(=O)Nc1ccc(F)c(C(=O)c2c[nH]c3ncc(-c4ccc(Cl)cc4)cc23)c1F | 29 | 27

Following part
SMILES | COLO 205 | HT29 | NCI-H226 | NCI-H522 | HCT-116 | NCI-H460 | HCT-15 | NCI/ADR-RES | NCI-H322M
Cn1nc(C(C)(C)C)cc1NC(=O)Cc1ccc(/C=C2\C(=O)Nc3ccccc32)cc1 | 80 | 58 | / | 45 | 34 | 68 | 48 | 67 | 85
Cc1ccccc1N1CCN(C(=S)c2ccc3c(c2)OCO3)CC1 | 100 | 95 | 105 | 64 | 112 | 102 | 81 | 86 | 112
CSc1nn2c(=O)c3ccccc3nc2s1 | 111 | 98 | 81 | 89 | 105 | 103 | 98 | 103 | 103
Nc1nc(O)c(N)c(=O)[nH]1 | 112 | 101 | 108 | 91 | 107 | 110 | 101 | 107 | 102
CSc1nc(-c2cccc(NC(=O)/C=C/C(=O)O)c2)c(C#N)c(=O)n1C | 119 | 106 | 107 | 98 | 104 | 101 | 109 | 110 | 116
COc1cc(C2=NN(C(C)=O)C(c3ccc(OC(C)=O)cc3)O2)c(OC(C)=O)c2ccccc12 (stereo not drawn) | 110 | 101 | 100 | 65 | 93 | 93 | 82 | 100 | 95
NC1=NC(c2ccccc2)N=C(Nc2nn[nH]n2)N1 (stereo not drawn) | 105 | 107 | 100 | 97 | 104 | 104 | 100 | 98 | 96
COc1cc(/C=N/C2=NNC(C)(c3ccccc3O)N2C(Cc2c[nH]c3ccccc23)C(=O)O)ccc1O (stereo not drawn) | 88 | 82 | 76 | 71 | 79 | 87 | 100 | 102 | 92
O=S(=O)(/N=C1C=C/C(=N\S(=O)(=O)c2ccccc2)c2ccccc2\1)c1ccccc1 | 111 | 118 | / | 86 | 95 | 112 | 106 | 102 | 107
COc1ccc2[nH]cc(-c3cc4nc(-c5cn(C)c6ncccc56)cc(N)n4n3)c2c1 | -50* | -59* | 93 | -59* | -81* | -58* | -25* | -16* | 37
CCn1c2ccccc2c2cc(NC(=O)c3ccccc3-c3ccccc3C(=O)O)ccc21 | 124 | 105 | 130 | 102 | 112 | 106 | 112 | 109 | 111
CCCCCCCC(C)NCCOC(=O)c1ccc([N+](=O)[O-])cc1 (stereo not drawn) | 102 | 93 | 110 | / | 103 | 107 | 104 | 96 | 93
CC(=O)n1cc(/C=C2\N=C(c3ccc(Cl)cc3)N(c3ccc(S(=O)(=O)Nc4nccs4)cc3)C2=O)c2ccccc21 | 115 | 103 | 95 | 60 | 93 | 82 | 95 | 106 | 86
CCC(=O)OC1=CN2C(=NC(c3ccc(N)cc3)=CC2c2cc(OC)c(OC)c(OC)c2)S1 (stereo not drawn) | 47 | 3.4* | 75 | 41 | 18 | 17 | 28 | 67 | 63
COc1cc(/C=C/c2cccnc2Nc2ccc(F)cc2)cc(OC)c1OC | 90 | 68 | 81 | 62 | 55 | 68 | 67 | 72 | 93
CCCCC(O)(CC(=O)OCC)c1ccccc1 (stereo not drawn) | 105 | 97 | 99 | 73 | 95 | 105 | 107 | 106 | 107
CNC(=O)OCc1nc(SC)n(C)c1COC(=O)NC | 105 | 111 | 98 | 110 | 113 | 112 | 101 | 111 | 104
Cc1ccc(-c2csc(=N)n2CC(=O)N2CCN(c3ccccc3)CC2)cc1 | 109 | 111 | 97 | 95 | 103 | 105 | 104 | 98 | 100
CCOC(=O)C1=C(N)N(c2ccc(Cl)cc2)C2=C(C(=O)CC(C)(C)C2)C1c1ccc(Cl)cc1Cl (stereo not drawn) | 47 | 57 | 38 | 49 | 34 | 51 | 35 | 53 | 71
